Screening data from PubChem.
FUS suppressor: rescues growth of FUS-expressing yeast | S. cerevisiae FUS-expressing, growth rescue, OD600, 24 h | 390,000 tested, 0.24% active | Potency, µM (titrated, usually from 76.6 µM), without a hit: at the highest dose growth rescue (activation), actives largely listed as activators;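 further: potency means the concentration at half of the fitted maximal effect; plate controls were DMSO vehicle for no effect and reference control for full effect; nearly all actives have a fitted effect of over 55% in size; some results filed as inactive show a strong effect at the top dose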
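Yeast expressing FUS under galactose induction, OD 0.005 in 2% galactose medium; compounds in a dilution series, 24 h at 30C. Growth rescue by absorbance at 600 nm; CP55940 positive control, DMSO negative.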
PLK1 PBD block: inhibitors of human PLK1 polo-box domain binding; Potency, µM, for the others: max response, negative = inhibition, usual class: inhibitors; P53350; Plk1 PBD binding of FITC phosphopeptide, fluorescence polarization; 360,000 tested, 2.8% active; further: potency means the concentration at half of the fitted maximal effect; series mostly up to about 57 µM; on the % scale 0 is the no-effect control and ±100 the full control effect; nearly all actives have a fitted effect of over 65% in size
Target sequence (P53350 whole entry, looked up, the tested form may be a part): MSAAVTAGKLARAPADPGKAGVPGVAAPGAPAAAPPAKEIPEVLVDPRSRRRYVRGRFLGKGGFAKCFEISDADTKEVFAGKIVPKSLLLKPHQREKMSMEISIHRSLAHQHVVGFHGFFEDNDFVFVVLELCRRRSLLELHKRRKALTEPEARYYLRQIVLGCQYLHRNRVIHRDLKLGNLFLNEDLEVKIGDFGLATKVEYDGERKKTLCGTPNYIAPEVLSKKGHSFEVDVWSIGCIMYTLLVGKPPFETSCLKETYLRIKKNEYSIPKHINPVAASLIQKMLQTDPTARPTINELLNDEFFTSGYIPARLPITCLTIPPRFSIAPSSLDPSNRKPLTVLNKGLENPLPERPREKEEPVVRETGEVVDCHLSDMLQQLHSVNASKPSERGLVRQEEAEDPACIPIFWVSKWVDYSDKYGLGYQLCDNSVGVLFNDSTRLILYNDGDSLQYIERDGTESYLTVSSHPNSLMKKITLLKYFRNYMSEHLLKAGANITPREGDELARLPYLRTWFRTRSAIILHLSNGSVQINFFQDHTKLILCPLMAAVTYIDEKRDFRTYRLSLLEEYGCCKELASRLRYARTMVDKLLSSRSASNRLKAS
EPAC1 ag: activates human EPAC1 exchange factor; EPAC1 agonist qHTS, biochemical assay; response scale: 100% = response to 6.5 mM cAMP; Potency, µM (highest dose often 154 µM), without a hit: top-dose activation, actives largely listed as activators; O95398; 360,000 tested, 0.073% active; further: potency means the concentration at half of the fitted maximal effect; nearly all actives have a fitted effect of over 60% in size
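Nucleotide exchange by EPAC1 (100 nM) on Rap1B–BODIPY-GDP (250 nM) in the presence of 50 uM GDP is tracked fluorescently at 480/540 nm over 30 min. Signals are normalized to a 6.5 mM cAMP control.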
EPAC1 antag: antagonists of human EPAC1; 360,000 tested, 0.14% active; EPAC1 GEF assay, Rap1b-BODIPY-GDP exchange fluorescence; O95398; AID 720709; Potency, µM (doses to about 115 µM), inactives show at the top dose activity change, negative = inhibition, usual class: inhibitors;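 further: potency means the concentration at half of the fitted maximal effect; plate controls were vehicle for no effect and positive control for full effect; nearly all actives have a fitted effect of over 50% in size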
WRN inhibitor: blocks human WRN helicase; AID 651768; 360,000 tested, 0.46% active; Potency, µM (series often up to 114 µM), inactives show at the highest dose activity change, negative = inhibition, actives largely listed as inhibitors; WRN helicase unwinding, fluorescent forked duplex, kinetic; Q14191; further: potency means the concentration at half of the fitted maximal effect; on the % scale 0 is the no-effect control and ±100 the full control effect; nearly all actives have a fitted effect of over 55% in size
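Kinetic red-fluorescence monitoring (525/598 nm) tracks WRN helicase activity after 100 nM fluorophore-quencher forked duplex and 2 mM ATP are added to 20 nM enzyme pretreated 15 min at room temperature with compound.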
IL2 activator: activates IL-2 in a cell-based reporter assay | IL-2 activation reporter assay, cell-based qHTS; stimulated with anti-CD3/CD4/CD28 beads; in transgenic mouse T cells | activation, % (series mostly up to about 46 µM) | 360,000 tested, 0.065% active | AID 652025; in the data active means activation above about 50%; inconclusive means mostly about 30% to 49%; further: 0% is about no effect
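Screening format: compound pinned onto unstimulated transgenic mouse T cells, 60 min incubation, then anti-CD3/anti-CD4/anti-CD28 bead stimulation for 18 hours at 37 degrees C, followed by EGFP and DsRed detection.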
PI5P4K alpha inh: inhibitors of human PI5P4K alpha; P48426; 330,000 tested, 1.2% active; PI5P4Kalpha enzyme, ADP-Glo luminescence, 60 min; active compounds read low; max response, %; active means max response of -50% or lower; inconclusive means between -30% and -50%; inactive means -30% or higher; further: value at the top dose of about 77 µM; on the % scale 0 is the no-effect control and ±100 the full control effect
Target sequence (P48426 whole entry, looked up): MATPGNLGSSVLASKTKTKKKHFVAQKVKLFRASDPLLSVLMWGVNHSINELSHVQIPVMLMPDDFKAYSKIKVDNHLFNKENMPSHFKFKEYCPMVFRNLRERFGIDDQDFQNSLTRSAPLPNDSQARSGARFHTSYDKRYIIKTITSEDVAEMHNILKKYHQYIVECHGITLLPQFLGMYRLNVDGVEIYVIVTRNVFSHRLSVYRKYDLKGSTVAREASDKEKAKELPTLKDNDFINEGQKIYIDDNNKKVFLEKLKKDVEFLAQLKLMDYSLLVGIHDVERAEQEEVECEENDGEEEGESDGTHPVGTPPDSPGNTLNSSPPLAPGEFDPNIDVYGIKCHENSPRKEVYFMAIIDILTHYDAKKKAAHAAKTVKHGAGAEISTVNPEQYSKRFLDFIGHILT
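PI5P4Kalpha ADP-Glo assay; 5 microM ATP final; 60 min RT reaction; HEPES pH 7.4/EGTA/CHAPS, 5% DMSO; controls lacking substrate or enzyme; luminescent end-point.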
Abeta rescue: restores growth of yeast expressing A-beta42 peptide | yeast expressing A-beta42, growth rescue, OD600, 48 h; response scale: 0% DMSO, 100% iron-clioquinol control | Potency, µM (series often up to 46.1 µM), inactives show at the highest dose growth rescue, usual class: activators | AID 1347071 | 410,000 tested, 0.063% active; further: potency means the concentration at half of the fitted maximal effect; nearly all actives have a fitted effect of over 55% in size
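Growth rescue measured by 600 nm absorbance after 48 h yeast culture at 30 C with compound. Values normalized between DMSO and an equimolar ferric chloride plus clioquinol control.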
aSyn yeast inh: rescues yeast growth from alpha-synuclein toxicity | AID 652106 | Potency, µM (titrated, usually from 46.1 µM), without a hit: top-dose growth rescue (activation), hits mostly activators | Yeast expressing alpha-synuclein, growth rescue, BacTiter-Glo, 24 h | 370,000 tested, 0.14% active; further: potency means the concentration at half of the fitted maximal effect; % of control where 0% means no effect; nearly all actives have a fitted effect of over 65% in size
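Galactose-induced alpha-syn yeast (OD600=0.02, raffinose-pregrown) + pinned cpd, 24 hr, 30 deg C; growth by BacTiter-Glo luminescence. Growth restoration scores as activation.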
An asterisk follows results filed as active; ? = inconclusive; nt = no result given; [ ] = another dose, or the depositor's remark. Unless noted, the call rests on the fitted dose curve; in most records, active means well fitted curve in the direction sought with a large enough effect; inconclusive means small, poorly fitted or top-dose-only effect, or another doubt; inactive means no such curve, though single readings can be large; an effect the other way counts as inactive or inconclusive.

SMILES	FUS suppressor	PLK1 PBD block	EPAC1 ag	EPAC1 antag	WRN inhibitor	IL2 activator	PI5P4K alpha inh	Abeta rescue	aSyn yeast inh
Cc1ccc2nc(NC(=O)c3ccc4c(c3)OCO4)sc2c1	-17%	-5%	-4%	-4%	2%	0.1	nt	-5%	-1%
CC(C)(C)NC(=O)c1ccc2c(c1)C(=O)N(C1CCCCC1)C2=O	17%	0%	0%	-4%	-6%	-0.6	3	16%	0%
CCOC(=O)CN(C(=O)CSc1nnc(C)n1-c1ccccc1)c1cccc([N+](=O)[O-])c1	1%	0%	-10%	3%	-5%	-1.2	nt	16%	2%
Cc1ccc(S(=O)(=O)N2[C@@H](c3cccc4ccccc34)C(C(=O)O)=C[C@H]2C(C)(C)C)cc1	17%	-22%	-13%	-4%	-3%	0.5	-4	8%	-26%
O=C(OCc1cn([C@H]2CN(C(=O)C3CCCCC3)[C@@H](c3ccccc3)C[C@@H]2O)nn1)c1ccccc1	?	-11%	0%	-7%	-3%	-0.9	3	-3%	5%
CCN(CC)S(=O)(=O)c1ccc2c(c1)c(=O)c(C(=O)N1CCOCC1)cn2C	16%	-3%	4%	10%	-1%	-2.3	nt	-3%	-11%
CN(C(=O)COC(=O)/C=C/c1cccs1)c1c(N)n(Cc2ccccc2)c(=O)[nH]c1=O	-7%	1%	-9%	7%	2%	-1.8	1	10%	0%
O=C(NC1CC1)C1CCN(C(=O)c2ccc(Cl)cc2)CC1	-19%	-1%	5%	-27%	-14%	-2.4	7	0%	-1%
COc1cnc(-c2ccccn2)nc1Oc1ccccc1	10%	-13%	1%	-5%	-32%	-0.4	0	?	0%
CC/C(O)=C1\C(=O)CC(c2ccccc2)CC1=NC(C)C (stereo unspecified)	-16%	-3%	-2%	0%	2%	-1.8	-8	-13%	0%
Cc1ccc(Nc2ccc(N)cc2S(=O)(=O)O)cc1	-9%	-9%	-1%	-17%	-30%	3.4	-7	0%	1%
COc1ccc(NC(=O)Cc2ccsc2)c(OC)c1	13%	-3%	-2%	13%	3%	0.8	-9	2%	-8%
COCCOC(=O)C1=C(C)NC(=O)NC1/C=C/c1ccccc1 (stereo unspecified)	-19%	-6%	10%	11%	-5%	0.9	-3	-3%	1%
Cc1ccccc1NC(=O)COC(=O)/C=C/c1cccc(C(F)(F)F)c1	nt	-13%	5%	-5%	-14%	-0.4	3	3%	-1%
COc1ccccc1S(=O)(=O)Cc1ccc(C(=O)NCCN2CCCCCC2)o1	-6%	?	-2%	-2%	-17%	0.9	-2	-4%	-8%
COc1nccnc1NS(=O)(=O)c1ccc(NC(=O)c2ccc(F)cc2)cc1	2%	1%	2%	3%	-6%	0.2	0	8%	4%
O=C(COC(=O)c1ccccn1)c1cccc(Br)c1	19%	-14%	2%	13%	?	-1.4	-12	-4%	-4%
CCOC(=O)c1nn(-c2ccc(OCC)cc2)c(C)c1C(C)=O	10%	4%	-5%	8%	-5%[11.6 µM]	0.0	3	8%	-1%
CCSC1=NCCN1C(=O)c1c(-c2ccccc2Cl)noc1C	6%	-2%	0%	13%	6%	1.0	-3	19%	-1%
Cn1c(=O)n(Cc2ccc(F)cc2)c(=O)c2c1nc1n2CCN1Cc1ccco1	-3%	0%	-11%	9%	25%	0.2	-6	8%	0%

Some of the entries so far, comma-delimited:
Molecule,FUS suppressor,PLK1 PBD block,EPAC1 ag,EPAC1 antag,WRN inhibitor,IL2 activator,PI5P4K alpha inh,Abeta rescue,aSyn yeast inh
COc1nccnc1NS(=O)(=O)c1ccc(NC(=O)c2ccc(F)cc2)cc1,2%,1%,2%,3%,-6%,0.2,0,8%,4%
O=C(COC(=O)c1ccccn1)c1cccc(Br)c1,19%,-14%,2%,13%,?,-1.4,-12,-4%,-4%
CCOC(=O)c1nn(-c2ccc(OCC)cc2)c(C)c1C(C)=O,10%,4%,-5%,8%,-5%[11.6 µM],0.0,3,8%,-1%
CCSC1=NCCN1C(=O)c1c(-c2ccccc2Cl)noc1C,6%,-2%,0%,13%,6%,1.0,-3,19%,-1%

Next structures.
SMILES	FUS suppressor	PLK1 PBD block	EPAC1 ag	EPAC1 antag	WRN inhibitor	IL2 activator	PI5P4K alpha inh	Abeta rescue	aSyn yeast inh
CCOc1ccc2[nH]c(=S)[nH]c2c1	-12%	-5%	-3%	8%	-10%	0.5	-9	0%	5%
COc1ccc(NC(=O)Nc2ccccc2SC)c(OC)c1	7%	?	-5%	-4%	4%	1.5	2	-7%	0%
CN1C(=O)[C@@](O)(CC(=O)c2ccccc2)c2cc(Br)ccc21	0%	-6%	6%	-1%	6%	0.9	1	-11%	0%
CC(C)CNC(=O)COc1ncnc2sccc12	-33%	-12%	-6%	-2%	3%	-2.6	-12	-7%	-3%
CCc1ccc2c(CSc3nnnn3C)cc(=O)oc2c1	24%	-21%	8%	7%	-3%	2.8	0	-4%	-1%
Cc1nc2ccc(Br)cn2c(=O)c1Cl	8%	-5%	4%	12%	-20%	-1.6	2	-17%	22%
COc1ccc(N2CCN(CCC3Oc4cc([N+](=O)[O-])ccc4NC3=O)CC2)cc1 (stereo unspecified)	31%	-9%	12%	?	-5%[57.1 µM]	-2.6	0	6%	-4%
O=C(c1cccc2ccccc12)C1CCCN(C(=O)C2CCOCC2)C1 (stereo unspecified)	-25%	-4%	-17%	0%	-1%	-2.5	0	16%	1%
O=C(c1ccc(Cl)c(S(=O)(=O)N2CCCC2)c1)N1CCN(c2ccccc2)CC1	47%	13µM*	5%	6%	-25%	0.2	-14	-10%	8%
O=C(COc1ccc(F)cc1)N(Cc1ccc(Cl)cc1)C1CCS(=O)(=O)C1 (stereo unspecified)	12%	-6%	-3%	-7%	-2%	2.3	1	11%	1%
O=C(NCCCN1CCCCC1)c1ccc(CS(=O)c2ccc(F)cc2)o1 (stereo unspecified)	-7%	2%	-8%	23%	10%	0.2	-1	-2%	0%
CSC[C@H]1CN(c2ccc(Br)cc2)C(=O)[C@@H]1CC(=O)Nc1ccccc1	-1%	0%	-5%	18%	2%	-2.3	0	8%	-1%
O=S(=O)(c1cccc2nonc12)N1CCN(c2ccccc2F)CC1	-3%	-4%	0%	-1%	-21%	0.2	2	6%	6%
CCCn1nc(C(=O)NCC2COc3ccccc3O2)c2ccccc2c1=O (stereo unspecified)	33%	2%	-10%	4%	-4%[11.6 µM]	0.6	5	-13%	2%[1.84 µM]
CS(=O)(=O)c1ccc(Cl)c(NC(=O)C2CC(=O)N(c3ccc4c(c3)OCCO4)C2)c1 (stereo unspecified)	?	0%	6%	-8%	-5%	4.2	-26	-4%	5%
CC(=O)Oc1ccc(C(=O)Nc2ccc(S(=O)(=O)NCC3CCCO3)cc2)cc1 (stereo unspecified)	19%	3%	1%	4%	-9%	0.0	2	-1%	0%
COc1cc2cc(CN(Cc3nnnn3Cc3ccco3)C3CCCCC3)c(=O)[nH]c2cc1OC	?	?	-3%	-14%	?	-0.7	-20	7%	-3%
COc1ccc(N2C(=O)C3CCCN3C2c2ccccc2)cc1Cl (stereo unspecified)	35%	-4%	7%	13%	4%	1.5	nt	0%	0%
CC(=O)NCCc1nc2cc(NC(=O)c3cccc([N+](=O)[O-])c3)ccc2n1C	4%	-4%	-13%	13%	-3%[57.1 µM]	-1.8	0	-13%	-3%
COc1cccc(CNC(=O)C2CCN(S(=O)(=O)c3ccc(C)cc3)CC2)c1	-5%	3%	-7%	-1%	2%	-1.6	-2	4%	0%
COc1ccc(CCC(=O)NC2CCCc3ccccc32)cc1OC (stereo unspecified)	-7%	6%	1%	-6%	6%	-2.5	-6	8%	3%
O=C(Nc1cc(S(=O)(=O)N2CCOCC2)ccc1N1CCCC1)C1COc2ccccc2O1 (stereo unspecified)	20%	1%	-9%	-17%	-6%	-2.8	5	-4%	1%
COC(=O)[C@]12CCCCC=C1N(CCC1=CCCCC1)C(=O)[C@H](CC(=O)NCC1CCCCC1)C2	?	-3%	-1%	-14%	-1%	2.2	7	7%	16%
COC(=O)c1ccccc1NC(=O)N1CCN(S(=O)(=O)c2ccc(Cl)cc2)CC1	?	1%	10%	15%	-14%	-2.5	6	-10%	-4%
CC1CCCN(C(=O)Cn2c(=O)oc3ccccc32)C1 (stereo unspecified)	7%	-5%	-5%	6%	3%	3.2	-1	-6%	-13%
O=c1oc2cc(O[C@@H]3OC[C@@H](O)[C@H](O)[C@H]3O)ccc2c2ccccc12	11%	-4%	2%	-15%	7%	0.1	-1	-2%	2%
COc1cccc(C=Nc2ccccc2C#N)c1O	nt	?	1%	-9%	-9%	0.2	-2	-5%	-1%
C/C(=N\NC(=O)c1ccc([N+](=O)[O-])cc1)c1cccc([N+](=O)[O-])c1	8%	-12%	10%	?	4%	0.4	-3	14%	-4%
CCc1ccc(N(C(=O)CNC(=O)c2ccco2)C(C(=O)NC2CCCC2)c2ccncc2)cc1 (stereo unspecified)	21%	-6%	-5%	6%	2%	-2.8	-6	0%	1%
CCc1ccc(CNCc2cccs2)cc1	-11%	-2%	2%	-18%	-7%	-0.3	1	-14%	11%
COc1ccc(OC)c(-c2nnc3n2N=C(c2ccc(OC)c(OC4CCOC4)c2)CS3)c1 (stereo unspecified)	19%	nt	-15%	-2%	nt	-0.2	nt	-14%	nt
CN(CC(=O)Nc1c(Cl)cccc1Cl)C(=O)c1cc(S(=O)(=O)N(C)C)ccc1N1CCCC1	8%	-1%	5%	18%	-1%	-6.2	4	15%	-1%
CCC(C)(C)NC(=O)C(c1ccc(O)cc1)N(CCOC)C(=O)CCC(=O)Nc1nccs1 (stereo unspecified)	16%	6%	4%	-2%	0%	0.0	-17	-5%	5%

PLK1 PBD block, entries above that show a hit.
canonical_smiles	FUS suppressor	PLK1 PBD block	EPAC1 antag	WRN inhibitor	IL2 activator	PI5P4K alpha inh
O=C(c1ccc(Cl)c(S(=O)(=O)N2CCCC2)c1)N1CCN(c2ccccc2)CC1	47%	13µM*	6%	-25%	0.2	-14
